# Assay outcomes deposited in PubChem by NCI.
# sgs1 mgt1 – NCI yeast anticancer drug screen, S. cerevisiae sgs1 mgt1 strain | AID 161 | hit rate 10% among 78,000 | growth inhibition, % at 50 µM;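 note: 0% = growth of vehicle-only cultures of the same strain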
#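 This yeast growth screen uses a strain with defined DNA-repair lesions; compound-treated growth is compared with vehicle-treated growth.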
# yeast bub3 – NCI yeast anticancer drug screen, S. cerevisiae bub3 mutant strain; growth inhibition, % at 50 µM; AID 167; hit rate 9.9% among 78,000;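 note: 0% = growth of vehicle-only cultures of the same strain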
#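 Part of a panel of yeast mutants defective in DNA damage repair or cell cycle regulation. Each strain is grown with compound, and inhibition is calculated relative to solvent-treated cultures.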
# yeast rad50 – NCI yeast anticancer drug screen, S. cerevisiae rad50 strain | growth inhibition, % at 50 µM | hit rate 10% among 79,000 | AID 155;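 note: 0% = growth of vehicle-only cultures of the same strain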
#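 Cells are treated with compound, grown, and their growth is then scored against vehicle-only cultures of the same repair-deficient yeast strain.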
# mlh1 rad18 – NCI yeast anticancer drug screen, S. cerevisiae mlh1 rad18 strain. growth inhibition, % at 50 µM. hit rate 11% among 79,000. AID 175;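 note: 0% = growth of vehicle-only cultures of the same strain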
#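 Cells of a genetically altered yeast strain, deficient in DNA damage repair, were treated with compound. Their growth was then compared with that of vehicle-treated cultures to give inhibition.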
# yeast mec2-1 – NCI yeast anticancer drug screen, S. cerevisiae mec2-1 strain | % growth inhibition at 50 µM | hit rate 9% among 79,000;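 note: 0% = growth of vehicle-only cultures of the same strain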
#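 Compounds were applied to mec2-1 yeast cells. Their growth was then compared with that of vehicle-treated cultures to give growth inhibition.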
# cln2 rad14 – NCI yeast anticancer drug screen, S. cerevisiae cln2 rad14 strain | % growth inhibition at 50 µM | hit rate 8.3% among 78,000;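 note: 0% = growth of vehicle-only cultures of the same strain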
#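 Each compound was tested on cln2 rad14 yeast. Inhibition of growth was calculated against vehicle-exposed controls.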
# An asterisk follows results filed as active; · = no result given; & = joins results of further samples. Cut-off read from the data, not from the text of the source: active = growth inhibition above about 70%; inactive = the rest. These rows are one share of the data; the hit share may differ from the screen's.
mol,sgs1 mgt1,yeast bub3,yeast rad50,mlh1 rad18,yeast mec2-1,cln2 rad14
CC(Cl)CNC1c2ccccc2CC1O (stereo not drawn),-1,-6,-4,5,-8,-19
CC(Oc1ccc(-c2ccccc2)cc1)C(=O)O (stereo not drawn),-9,-13,-15,-23,-1,-5
Cc1nc2cccc(F)c2c(=O)n1-c1nnc(C(F)(F)F)s1,16,-6,17,16,9,11
C[C@]12CC[C@H](O[C@@H]3O[C@H](CO[C@@H]4O[C@H](CO)[C@@H](O)[C@H](O)[C@H]4O)[C@@H](O)[C@H](O)[C@H]3O)C[C@@H]1CC[C@@H]1[C@@H]2CC[C@]2(C)[C@@H](C3=CC(=O)OC3)CC[C@]12O,-2,-2,-8,9,-14,-1
CCOC(=O)/C(=C\c1ccc(N(C)C)cc1)[Se]c1ccccc1,0,19,13,56,-3,5
CC(C)CCCC(C)C1CCC2C3CC=C4CC([Se][As](C)C)CCC4(C)C3CCC12C (stereo not drawn),9,1,11,-7,0,15
Cc1cc(C)cc(OP(=O)(Oc2cc(C)cc(C)c2)Oc2cc(C)cc(C)c2)c1,5,2,-13,-5,-25,-4
O=C1NCCCCC1(Cl)Cl,30,11,26,30,3,22
O=C1C=CC(=O)C(Cl)=C1,96*,95*,92*,95*,96*,91*
CC1(C)C2CCC([CH2][Hg][Cl])C1C2 (stereo not drawn),99*,99*,99*,99*,99*,99*
O.O.O=Cc1ccccc1O.O=Cc1ccccc1O.[Ni],65,52,47,77*,52,17
CC[CH2][Sn]([Br])([Br])[CH2]CC,87*,83*,83*,87*,87*,85*
NCCN.NCCN.[Cl-].[O]=[Os+2]=[O],-21&-6,0&-41,3&1,-13&-6,1&-22,23&-20
CCC[CH2][Pb]([CH2]CCC)([CH2]CCC)[O]C(C)=O,16,25,10,13,-8,25
COC(=O)c1cncn1C(C)c1cccc2ccccc12 (stereo not drawn),79*,88*,91*,89*,91*,59
S=C(N=Nc1ccccc1)NNc1ccccc1.[Ni],2,27,12,0,-15,6
CN(C)/N=C(\N)c1nnn(C)n1,-15,-11,-4,0,-14,-33
NCCCP(c1ccccc1)c1ccccc1,-6,-2,0,11,0,9
CC(=O)[O][Pb]([CH3])([CH3])[CH3],-12,-56,-28,-21,-36,7
CCN1CCC(O)(c2ccc(O)cc2)C(C(=O)c2ccc(O)cc2)C1 (stereo not drawn),91*,13,72*,87*,83*,7
CC[CH2][Sn]([CH2]CC)([CH2]CC)[CH2]CCBr,100*,100*,99*,100*,100*,99*
S=c1[nH]c2ccccc2s1.[Pb],96*,94*,94*,91*,95*,64
O=C(CC(=O)c1ccccc1)c1ccccc1.[Tl],98*,89*,96*,98*,91*,·
CO[C@H](/C(C)=C/C=C/C(C)=C/c1coc(C)n1)[C@H](C)[C@H]1C[C@@H](O)[C@@]2(C)O[C@H]2/C=C/[C@@H](C)[C@@H]2C[C@@H](CC(=O)O2)C[C@H]2O[C@@H]2C(=O)O1,21,83*,39,33,49,19
CC(=O)OC1OC(CS[As](C)C)C(OC(C)=O)C(OC(C)=O)C1OC(C)=O (stereo not drawn),55,18,59,53,-3,29
O=C1CC2OCCC3CN4CCC56c7ccccc7N1C5C2C3CC46 (stereo not drawn),·,·,5,10,-10,·
CCN(CC)C(=O)CCN1CC1,12,5,10,-1,-1,20
Cc1ccc(NC2=NCCO2)c2c1CCC2,-8,-10,-14,-32,-15,18
CC(C)c1oc(=O)cc2c1C(O)C1OC(=O)C3(C)C(O)C4OC4C2(C)C13 (stereo not drawn),25,17,32,18,-11,16
COc1ccc(Oc2cc3c(cc2OC)CCN(C)C3)cc1,20,-23,16,-7,8,-1
CC1(C)N=C(N)N=C(N)N1c1ccc(OCCNC(=O)c2ccc(S(=O)(=O)F)cc2)c(Cl)c1,15,-25,4,0,66,-28
COC1=CC23CCCN2CCc2cc4c(cc2C3C1O)OCO4 (stereo not drawn),16&17&16,-6&-5&-13,-9&0&-7,-36&-2&-4,-29&-26&-23,2&8&4
CC(=O)c1cn(Cc2ccccc2)c2ccccc12,-7,-20,6,-3,-14,-74
NC(=S)N/N=C(/C(=O)Nc1nc2ccc([N+](=O)[O-])cc2s1)C1C(=O)NC(=S)NC1=O,-1,27,10,8,-26,-31
O=C(O)CCCO,-24,1,-14,-10,-20,3
Cc1nc([N+](=O)[O-])c([N+](=O)[O-])n1CC(O)CCl (stereo not drawn),4,-28,4,20,-12,15
C#CC1(OC(C)=O)CCC2C3CC=C4C=C(OC(C)=O)CCC4(C)C3CCC21C (stereo not drawn),87*,14,90*,61,40,-1
CCOC(=O)C1Cc2ccc(OC)cc2C2=CC(=O)CCC21 (stereo not drawn),-9,5,-13,-1,-17,2
CN1C2CCC1CC(OC(=O)C1CCC(C(=O)OC3CC4CCC(C3)N4C)(c3ccccc3)c3ccccc31)C2 (stereo not drawn),-35,-34,-45,-37,-24,-30
Nc1nc(N)c2[nH]c(N)nc2n1,-9,3,-10,-55,-12,-14
O=[N+]([O-])c1cc([As](=O)(O)O)ccc1O,16,11,53,35,-2,5
CC(=O)C1CCC2C3CCC4CC([N+]5(C)CCCCC5)CCC4(C)C3CCC12C (stereo not drawn),98*,86*,82*,92*,80*,81*
CCOC(=O)/C=C/CP(=O)(OCC)OCC,15,10,8,18,-12,11
CCOP(=O)(O)C(Nc1ccc(N=Nc2ccccc2)cc1)c1ccc(C(Nc2ccc(N=Nc3ccccc3)cc2)P(=O)(O)OCC)cc1 (stereo not drawn),86*,57,54,90*,68,41
CC(=O)N1CN2CN(C1)CN(C(C)=O)C2,-5,-9,0,-6,-9,-27
CCC(Br)(CC)C(=O)NC(N)=O,-14,-11,13,-6,-24,-16
CC(C)=CCN1CCC2(C)c3cc(O)ccc3CCC2C1 (stereo not drawn),-1,-6,-10,-2,-9,-31
O=C1C(=O)c2ccccc2-c2ccccc21.O=C1C(=O)c2ccccc2-c2ccccc21.[Hg],-7,-14,12,12,-7,30
CCOC(=O)CNP(=S)(OCC)OCC,11,15,6,-18,12,35
CC(=O)Nc1ccc(/C=N/N=C(/N)N[N+](=O)[O-])cc1,53,71*,62,81*,64,84*

# Next entries follow.
# Fields – sgs1 mgt1 | yeast bub3 | yeast rad50 | mlh1 rad18 | yeast mec2-1 | cln2 rad14
- Clc1c(CI)ccc(CI)c1Cl
    99* | 87* | 99* | 98* | 97* | 54
- CCOc1ccc(P2(=S)SP(=S)(c3ccc(OCC)cc3)S2)cc1 (stereo not drawn)
    -13 | 17 | -11 | -14 | -21 | 20
- COc1ccc([Se]c2ccc(OC)cc2OC)c(OC)c1
    3 | 8 | -19 | -13 | -39 | -18
- C[As](C)SCCC(N)C(=O)NC(CCS[As](C)C)C(=O)O (stereo not drawn)
    90* | 90* | 89* | 76* | 91* | 92*
- COc1cc(/C=C/c2ccc(OC)c(O)c2)cc(OC)c1
    99* | 98* | 98* | 99* | 99* | 98*
- CNC(=O)N1CN(c2ccccc2)C2(CCN(CCCC3(c4ccc(F)cc4)OCCO3)CC2)C1=O
    -4 | 8 | -16 | 1 | -10 | -9
- CC1(C)CN=C(Nc2ccc(F)c(Cl)c2)S1
    -18 | -25 | 13 | -35 | 1 | 10
- [O]=[Sb][c]1ccc(Cl)cc1
    99* | 88* | 97* | 93* | 86* | 54
- CN(C)C(=O)Sc1ccc(S(=O)(=O)F)cc1[N+](=O)[O-]
    77* | 34 | 66 | 35 | 37 | 42
- O=C(O)C(CP(=O)(O)O)=C(Cl)Cl
    -14 | -6 | -21 | -10 | 12 | -9
- O=C(O)C(Br)C1CCCCC1 (stereo not drawn)
    -4 | -2 | 14 | 6 | -6 | 8
- COP(=O)(OC)C1(C(C)(C)C)CO1 (stereo not drawn)
    1 | -12 | -2 | 0 | -5 | -23
- CCC1CCCCN1CC(C(C)=O)C(c1ccccc1)c1c(O)c2ccccc2oc1=O (stereo not drawn)
    79* | 71* | 78* | 75* | 65 | 72*
- CCOC(OCC)c1ccc(N(C)C)cc1.[C-]#[O+].[C-]#[O+].[C-]#[O+].[Cr]
    38 | -8 | -8 | 5 | -30 | -4
- CC1N=NNN1C (stereo not drawn)
    -2 | 9 | -2 | -9 | -10 | -6

# Limited to yeast rad50, yeast bub3 and mlh1 rad18, for four of the compounds above:
Molecule	yeast rad50	yeast bub3	mlh1 rad18
CN(C)C(=O)Sc1ccc(S(=O)(=O)F)cc1[N+](=O)[O-]	66	34	35
O=C(O)C(CP(=O)(O)O)=C(Cl)Cl	-21	-6	-10
O=C(O)C(Br)C1CCCCC1 (stereo not drawn)	14	-2	6
COP(=O)(OC)C1(C(C)(C)C)CO1 (stereo not drawn)	-2	-12	0

# Given field by field: entries from further up.
COc1cc(/C=C/c2ccc(OC)c(O)c2)cc(OC)c1
  sgs1 mgt1: 99*
  yeast bub3: 98*
  yeast rad50: 98*
  mlh1 rad18: 99*
  yeast mec2-1: 99*
  cln2 rad14: 98*

CNC(=O)N1CN(c2ccccc2)C2(CCN(CCCC3(c4ccc(F)cc4)OCCO3)CC2)C1=O
  sgs1 mgt1: -4
  yeast bub3: 8
  yeast rad50: -16
  mlh1 rad18: 1
  yeast mec2-1: -10
  cln2 rad14: -9

CC1(C)CN=C(Nc2ccc(F)c(Cl)c2)S1
  sgs1 mgt1: -18
  yeast bub3: -25
  yeast rad50: 13
  mlh1 rad18: -35
  yeast mec2-1: 1
  cln2 rad14: 10

[O]=[Sb][c]1ccc(Cl)cc1
  sgs1 mgt1: 99*
  yeast bub3: 88*
  yeast rad50: 97*
  mlh1 rad18: 93*
  yeast mec2-1: 86*
  cln2 rad14: 54

# (next part)
# Fields – sgs1 mgt1 | yeast bub3 | yeast rad50 | mlh1 rad18 | yeast mec2-1 | cln2 rad14
- C/C=C/C1(CCC)C(=O)NC(=O)NC1=O
    -4 | -18 | 0 | -9 | 10 | 6
- CCCCCCCCCCC(=O)O
    25 | -15 | 0 | 15 | -2 | -5
- CC(C)(C)OC(=O)NCC(=O)NC(CSC(c1ccccc1)c1ccccc1)C(=O)NCC(=O)O (stereo not drawn)
    11 | -5 | 8 | 15 | 7 | -6
- Clc1cc(Cl)cc(-c2cc(Cl)cc(Cl)c2)c1
    -2 | 14 | -9 | -2 | 0 | 27
- Cc1c(=O)n(O)c2ccccc2[n+]1[O-]
    7 | 13 | 4 | 16 | 1 | 33
- COc1c(Br)cc(/C=C/[N+](=O)[O-])cc1Br
    90* | 88* | 92* | 83* | 92* | 90*
- COc1cc(C(=O)OC(C)CC2(c3ccccc3)C(=O)NC(=O)NC2=O)cc(OC)c1OC (stereo not drawn)
    24 | 3 | 3 | -7 | -3 | 2
- CNC(C)C(O)c1ccc(O)cc1 (stereo not drawn)
    24 | 7 | 7 | 29 | -12 | -5
- CN1C(=O)C[N+]([O-])=C(c2ccccc2)c2cc(Cl)ccc21
    -10 | -5 | 2 | -14 | 1 | 19
- O=[N+]([O-])c1cc([N+](=O)[O-])c(Cl)cc1F
    78* | 88* | 81* | 99* | 60 | -3
- OCCSCSCCO
    6 | -3 | -6 | 1 | -9 | 10
- c1ccc(P2c3ccccc3Oc3ccccc32)cc1
    42 | 33 | 37 | 37 | 7 | 43
- CCCC1NCCOC1(O)c1ccccc1 (stereo not drawn)
    -1 | 3 | -11 | -34 | -8 | -16
- O=C(Cc1ccccc1)OCc1ccco1
    -30 | 13 | 7 | -5 | -24 | -42
- O=[N+]([O-])c1c(Cl)sc(Cl)c1[N+](=O)[O-]
    99* | 100* | 100* | 100* | 100* | 100*
- COc1ccc(/C=C\[N+](=O)[O-])cc1OCc1ccccc1
    23 | 7 | 7 | 8 | 8 | -14
- CNC1=C(N2CC2)C(=O)C(NC)=C(N2CC2)C1=O
    18 | 14 | 8 | 36 | 28 | 11
- COc1ccc(C2N(Cc3ccc(N(CCCl)CCCl)cc3C)CCCN2Cc2ccc(N(CCCl)CCCl)cc2C)cc1
    99* | 98* | 97* | 98* | 99* | 75*
- O=[N+]([O-])O.[Tl]
    -17 | -19 | -6 | -18 | -23 | 7
- COc1ccc(S(=O)(=O)F)cc1NC(=O)COc1cccc(Cl)c1
    14 | 25 | 3 | 22 | 23 | -3
- Cc1cc(CCN)c(C)c2c1oc1ccccc12
    99* | 93* | 98* | 99* | 70* | 63
- COc1ccccc1[As]=[As]c1ccccc1OC (stereo not drawn)
    99* | 99* | 99* | 99* | 99* | 98*
- O[C@H]1[C@H]2[C@H](O)CCCN2C[C@H]1O
    -12 | -18 | -25 | -29 | -18 | 11
- CCC1(CCSC(=N)N)C(=O)NC(=O)NC1=O
    -34&9 | -34&-2 | 11&4 | 3&13 | 8&-7 | 2&-20
